# TDP1 inh: blocks human tyrosyl-DNA phosphodiesterase 1; Q9NUW8; recombinant TDP1, AlphaScreen DNA substrate cleavage; 350,000 tested, 0.28% active; Potency, µM (series often up to 130 µM), for the others: at the top dose activity change, negative = inhibition, most hits filed as inhibitors; also: nearly all actives have a fitted effect of over 40% in size
# Target sequence (Q9NUW8 whole entry, looked up): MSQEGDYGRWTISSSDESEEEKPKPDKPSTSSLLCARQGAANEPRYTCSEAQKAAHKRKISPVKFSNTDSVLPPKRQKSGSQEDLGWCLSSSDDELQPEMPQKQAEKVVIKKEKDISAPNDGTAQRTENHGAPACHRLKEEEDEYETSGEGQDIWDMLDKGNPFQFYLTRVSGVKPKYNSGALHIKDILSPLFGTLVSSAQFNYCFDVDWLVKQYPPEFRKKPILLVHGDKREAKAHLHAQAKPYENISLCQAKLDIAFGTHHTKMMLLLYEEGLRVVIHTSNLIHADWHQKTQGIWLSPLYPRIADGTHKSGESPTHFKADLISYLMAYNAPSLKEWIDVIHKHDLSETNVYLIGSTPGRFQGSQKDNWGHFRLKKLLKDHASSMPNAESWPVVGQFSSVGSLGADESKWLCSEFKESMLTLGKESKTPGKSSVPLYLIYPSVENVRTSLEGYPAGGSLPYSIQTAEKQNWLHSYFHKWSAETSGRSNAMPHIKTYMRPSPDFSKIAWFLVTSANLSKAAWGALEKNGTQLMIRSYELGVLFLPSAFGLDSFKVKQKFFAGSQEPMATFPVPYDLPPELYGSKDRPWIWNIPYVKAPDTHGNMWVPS
#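 Here, a 5' biotin and 3' phosphotyrosine-FITC DNA oligonucleotide reports Tdp1 activity: intact substrate bridges AlphaScreen beads, while cleavage leaves a 3' phosphate and drops signal. All incubations at room temperature.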
# N370S GC: inhibitors or activators of N370S glucocerebrosidase for Gaucher disease | P04062 | N370S GC spleen homogenate, 4MU-glucoside fluorescence | Potency, µM (series often up to 59.4 µM), without a hit: top-dose activity change, negative = inhibition, usual class: inhibitors | 330,000 tested, 0.092% active | AID 2101;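 also: 0% = full enzyme activity and -100% = no enzyme basal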
# FEN1 inhibitor: inhibitors of human flap endonuclease 1 | 390,000 tested, 0.35% active | Recombinant FEN1 flap cleavage, fluorescence, 15 min | Potency, µM (highest dose often 114 µM), for the others: at the highest dose activity change, negative = inhibition, usual class: inhibitors | P39748; also: nearly all actives have a fitted effect of over 65% in size
# Target sequence (P39748 whole entry, looked up): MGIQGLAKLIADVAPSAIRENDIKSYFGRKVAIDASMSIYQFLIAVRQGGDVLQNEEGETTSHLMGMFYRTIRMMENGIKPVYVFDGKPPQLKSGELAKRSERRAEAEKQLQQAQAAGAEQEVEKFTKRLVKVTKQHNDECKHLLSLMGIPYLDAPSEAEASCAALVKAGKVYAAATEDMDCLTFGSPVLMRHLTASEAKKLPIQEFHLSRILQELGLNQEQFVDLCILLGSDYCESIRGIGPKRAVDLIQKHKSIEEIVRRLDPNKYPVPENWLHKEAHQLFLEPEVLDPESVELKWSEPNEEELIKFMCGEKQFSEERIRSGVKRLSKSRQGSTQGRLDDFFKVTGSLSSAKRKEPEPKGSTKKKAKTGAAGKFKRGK
#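 FEN1 at 10 nM preincubated with compounds 15 min at room temperature, then flap DNA substrate added at 50 nM final. Signal read at 0 and 15 min; concentration-response fitted with four-parameter Hill equation.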
# * marks the source's active call; other numbers are inactive results; u = inconclusive; x = no result given; & = joins results of further samples; [ ] = another dose, or the depositor's remark. Calls follow the shape of the dose curve; as a rule, active = well fitted curve in the direction sought with a large enough effect; inconclusive = small, poorly fitted or top-dose-only effect, or another doubt; inactive = no such curve, though single readings can be large; an effect the other way counts as inactive or inconclusive. Unless noted, % is scaled to controls: 0 for no effect and ±100 for the full control effect; potency is read from the fitted curve at half-maximal effect.
SMILES,TDP1 inh,N370S GC,FEN1 inhibitor
Cc1cc(C(=O)NCc2ccccc2Cl)c2c(C)nn(-c3cccc(F)c3)c2n1,4%,x,-7%
O=C(CCCSc1nc2ccccc2[nH]1)N1CCN(c2ccc([N+](=O)[O-])cc2)CC1,3%,-3%,-16%
Cc1cccc(C(=O)Nc2ccccc2SCC(=O)Nc2ccc(C)c(Cl)c2)c1,-1%,5%,-4%
O=C(COC(=O)C1CCCCC1)NCc1ccc(Cl)cc1,0%,x,-16%
CCN(CC)CCCn1c(C)cc2c(c1=O)C(c1ccccc1)C(C#N)=C(N)O2 (configuration not stated),7%,6%,-2%
CC1(C)CC(=O)C2=C(C1)N(c1ccccc1)C(=O)CC2c1ccsc1 (configuration not stated),3%,4%,0%
CCOc1ccc(-c2nnn(CC(=O)NCc3ccc(F)cc3)n2)cc1OCC,-3%,7%,-2%
CCOC(=O)CN(C(=O)c1ccccc1[N+](=O)[O-])C(C)(C)C,1%,4%,7%
CCOC(=O)c1nc(C)nc(Sc2n[nH]c(-c3cc(C(F)(F)F)cc(C(F)(F)F)c3)n2)c1C,x,9%,-23%
Cc1cccc(NS(=O)(=O)c2ccc(C)c(C(=O)NCC(c3cccs3)N(C)C)c2)c1 (configuration not stated),1%,-7%,2%
COc1cc(/C=C/c2nc(C#N)c(N3CCCCC3)o2)cc(OC)c1OC,5%,x,1%
COCC(C)N=C1NN=C(c2c[nH]c3ccccc23)CS1 (configuration not stated),-5%,9%,20%
O=C(COC(=O)c1cccc(Cl)c1)NC1CCCCCCC1,-1%,x,8%
O=C(Nc1cccc(C(=O)OCc2cc(=O)n3c4c(sc3n2)CCCC4)c1)c1cccc(Cl)c1,1%,x,17%
CCOc1ccc(N(C)S(=O)(=O)c2cnc[nH]2)cc1,1%,6%,-17%
COc1ccccc1OCCNC(=O)c1ccco1,5%,-1%,3%
CCC1CCCCN1S(=O)(=O)c1ccc([N+](=O)[O-])cc1 (configuration not stated),x,-15%,10%
CCN1/C(=C\C=C(C(C)=O)C(C)=O)Sc2ccccc21,4%,-26%,6%
CC(C)COc1ccc(C(=O)N(Cc2ccco2)C2CCS(=O)(=O)C2)cc1 (configuration not stated),5%,-10%,7%
C/C(CC(=O)N1CCN(C=O)CC1)=N\NC(=O)c1cccc([N+](=O)[O-])c1,-5%,-4%,1%
COc1ccc(C2=Nn3c(nnc3-c3ccc(OC)cc3)SC2)cc1,9%&14%,12%&3%,-23%
O=C(O)/C=C/c1cn(-c2ncc(C(F)(F)F)cc2Cl)c2ccccc12,0%,4%,-4%
NC(=O)c1ccccc1OCC(=O)N1CCCC1c1ccc2c(c1)OCCCO2 (configuration not stated),7%,-11%,7%
COc1cccc(CNC(=O)C(c2ccc(Cl)cc2)C(C)C)c1 (configuration not stated),-8%,-5%,1%
O=C(Cn1c(=O)oc2cc(S(=O)(=O)N3CCCC3)ccc21)NCc1ccccn1,-1%,u,-4%

# Only TDP1 inh and FEN1 inhibitor, for 7 of the compounds above:
SMILES | TDP1 inh | FEN1 inhibitor
COCC(C)N=C1NN=C(c2c[nH]c3ccccc23)CS1 (configuration not stated) | -5% | 20%
CC1(C)CC(=O)C2=C(C1)N(c1ccccc1)C(=O)CC2c1ccsc1 (configuration not stated) | 3% | 0%
Cc1cccc(C(=O)Nc2ccccc2SCC(=O)Nc2ccc(C)c(Cl)c2)c1 | -1% | -4%
Cc1cccc(NS(=O)(=O)c2ccc(C)c(C(=O)NCC(c3cccs3)N(C)C)c2)c1 (configuration not stated) | 1% | 2%
COc1ccccc1OCCNC(=O)c1ccco1 | 5% | 3%
O=C(COC(=O)c1cccc(Cl)c1)NC1CCCCCCC1 | -1% | 8%
O=C(COC(=O)C1CCCCC1)NCc1ccc(Cl)cc1 | 0% | -16%

# Sorted by the number under FEN1 inhibitor (high to low): three of the compounds above.
molecule	TDP1 inh	N370S GC	FEN1 inhibitor
COc1cc(/C=C/c2nc(C#N)c(N3CCCCC3)o2)cc(OC)c1OC	5%	x	1%
O=C(CCCSc1nc2ccccc2[nH]1)N1CCN(c2ccc([N+](=O)[O-])cc2)CC1	3%	-3%	-16%
CCOc1ccc(N(C)S(=O)(=O)c2cnc[nH]2)cc1	1%	6%	-17%

# Looked up by compound from the list above, 4 records:
SMILES,TDP1 inh,N370S GC,FEN1 inhibitor
Cc1cccc(NS(=O)(=O)c2ccc(C)c(C(=O)NCC(c3cccs3)N(C)C)c2)c1 (configuration not stated),1%,-7%,2%
CCOC(=O)c1nc(C)nc(Sc2n[nH]c(-c3cc(C(F)(F)F)cc(C(F)(F)F)c3)n2)c1C,x,9%,-23%
CC(C)COc1ccc(C(=O)N(Cc2ccco2)C2CCS(=O)(=O)C2)cc1 (configuration not stated),5%,-10%,7%
O=C(Nc1cccc(C(=O)OCc2cc(=O)n3c4c(sc3n2)CCCC4)c1)c1cccc(Cl)c1,1%,x,17%

# Following part.
SMILES,TDP1 inh,N370S GC,FEN1 inhibitor
CCOc1ccc(C2CC(=O)NC3=C2C(=O)CCC3)cc1 (configuration not stated),0%,-25%,-19%
Cc1coc2c(C)c3oc(=O)c(CCC(=O)NCCCN4CCCC4=O)c(C)c3cc12,x,4%,-3%
O=C(CSc1nc(C2CC2)nc2ccccc12)N1c2ccccc2Sc2ccccc21,3%,u,0%
COc1ccccc1Cc1nc2ccccc2nc1SCC(=O)N1CCC(C)CC1,0%,x,-2%
Cc1ccc(NC(=O)N2CCN(c3nnc(C)c4c(C)n(-c5ccccc5)nc34)CC2)c(Cl)c1,7%,x,1%
CCOc1ccccc1NC(=O)Nc1ccccc1OCc1cc(=O)n2ccccc2n1,-3%,x,0%
CC(C)c1ccc(NC(=O)C(Cc2ccccc2)NS(=O)(=O)c2ccc3c(c2)CCC(=O)N3)cc1 (configuration not stated),6%,x,10%
Cc1c(C(=O)Nc2cccc(C(F)(F)F)c2)oc2ccc(S(=O)(=O)N3CCOCC3)cc12,-1%,-12%,-6%
CCc1cccc(NC(=O)Cn2nc(CC)n3c(cc4cc(C)ccc43)c2=O)c1,5%,x,-5%
COc1ccc(-c2cc(C(=O)Nc3c(C)nn(Cc4ccccc4)c3C)no2)cc1,7%,-7%,-13%
Brc1ccc2c(c1)c1cc(Br)ccc1n2CC1CO1 (configuration not stated),7%,11%,x
COc1ccccc1N(CC(=O)NCc1ccco1)S(=O)(=O)c1ccc(C)cc1,x,1%,u
CCN(CC)CCn1c(NCc2ccc3c(c2)OCO3)nc2ccccc21,3%,2%,-20%
COCCNC(=O)c1cc2cc3ccc(OC)cc3nc2o1,x,u,-13%
Cc1cccc(/C=N/NC(=O)Cc2ccc(Cl)cc2)c1O,x,-5%,-8%
COC(=O)c1ccc(C)c(NC(=O)c2c(-c3ccccc3)noc2C)c1,2%,4%,9%
CCOC(=O)C1CCN(C(=O)c2ccco2)CC1,3%,3%,-5%
CCC(C)C1C(C#N)=C(N)Oc2n[nH]c(-c3ccccc3)c21 (configuration not stated),-1%,-10%,1%
N#Cc1cc(-c2ccccc2)nnc1Sc1ccccc1,5%,8%,0%
O=C(Oc1ccccc1C(=O)N1CCOCC1)c1cccc(Br)c1,-3%,8%,-8%
Nc1nonc1C(=O)N/N=C/c1cc2c(cc1[N+](=O)[O-])OCO2,x,-3%,0%
Cn1cccc1/C=N/NC(=O)C(O)c1ccccc1 (configuration not stated),x,10%,-1%
Cc1cc(NC(=O)CSc2nc(C)c(C)n2CC(C)C)no1,4%,x,-1%
CC1=Nc2cc(C(=O)NC(C)C)ccc2Sc2ccc(C)cc21,-2%,x,17%
C=CCOC(=O)C1=C[C@@H](c2ccc(Br)cc2)C[C@@H](OCc2ccc(CO)cc2)O1,1%,11%,-26%

# Rewritten bar-delimited: part of the list above.
canonical_smiles | TDP1 inh | N370S GC | FEN1 inhibitor
COC(=O)c1ccc(C)c(NC(=O)c2c(-c3ccccc3)noc2C)c1 | 2% | 4% | 9%
CCOC(=O)C1CCN(C(=O)c2ccco2)CC1 | 3% | 3% | -5%

# The list continues:
SMILES,TDP1 inh,N370S GC,FEN1 inhibitor
COc1ccc(-c2cc(C(F)(F)F)c(C#N)c(SCC(=O)Nc3ccccc3F)n2)cc1,3%,x,0%
C=CCN(CC=C)S(=O)(=O)c1ccc(NC(=S)NC(=O)/C=C/c2cccc3ccccc23)cc1,1%,11%,-10%
CC(C)(C)NC(=O)CN1CCC(O)(c2ccccc2)CC1,3%,-1%,9%
CCOc1ccc(Cn2c(-c3ccc(OCC)c(OC)c3)nc3ccccc32)cc1OC,-6%,x,-8%
Cc1cc(C)c(NC(=O)CCC(=O)N2Cc3ccccc3Oc3ncccc32)c(C)c1,2%,x,-6%
O=C(NCC1CCCO1)c1nc2c(nnn2Cc2ccccc2Cl)c(=O)[nH]1 (configuration not stated),1%[56.1 µM],4%,0%
O=C(CSCc1cccc(CSCC(=O)Nc2ccccc2)n1)Nc1ccccc1,2%,12%,-10%
CC(/C=N/NC(=O)c1cnccn1)=C\c1ccco1,-3%,-18%,5%
CCOc1ccc(N2CC(C(=O)NCC(=O)Nc3ccc(F)c(F)c3F)CC2=O)cc1 (configuration not stated),0%,x,12%
CCCCN(CCCC)C(=S)N/N=C/c1c(C)[nH]n(-c2ccccc2)c1=O,12%,-2%,-10%
CC(C)NC(=O)c1ccccc1NC(=O)C1CC(=O)N(C(C)C)C1 (configuration not stated),x,-18%,3%
CCNc1nc(NCC)nc(N/N=C/c2ccc(OC)cc2)n1,6%,-2%,-16%
CCCCCn1c(SCc2ccncc2)nc2cc(C(=O)NCc3ccco3)ccc2c1=O,7%,u,6%
c1ccc(NCc2ccncc2)cc1,4%,0%,-6%
CC(=O)Nc1cccc(C(=O)Oc2cccc(C)c2)c1O,3%,-10%,-7%
NC(=O)C1CCN(c2nc3c(S(=O)(=O)c4ccccc4)nnn3c3ccccc23)CC1,5%,-11%,-14%
COCCn1c(SCC(=O)Nc2ccccc2F)nc2c(c1=O)SCC2,2%,0%,19%
CN(CC(=O)Nc1ccc(Cl)c(C(F)(F)F)c1)C(=O)Cn1cc([N+](=O)[O-])ccc1=O,0%,x,11%
CCC1(CC)C(=O)C2=C3C1[C@H](C(=O)OC)C=C(C(=O)OC)C[C@H]3[C@H]1C(=O)NC(=O)[C@H]1[C@H]2C (some centres not stated),9%,-4%,14%&7%
CC(=O)c1ccc(NC(=O)C2=CC(c3ccc(C)cc3)=NS(=O)(=O)N2C)cc1,17%,x,-6%
CN1CCN(C(=O)c2ccccc2-c2nc(-c3ccc(Cl)cc3)no2)CC1,2%,-9%,7%
O=C(CN1CCN(C(=O)c2ccc(-c3nc4ccccc4s3)o2)CC1)Nc1ccc(F)cc1,5%,x,-18%
C=C(C)C1Cc2c(ccc(C(=O)O)c2O)O1 (configuration not stated),3%,-1%,x
Cc1ccc(N=C2NC(=O)/C(=C/c3cccn3C)S2)cc1,6%,-23%,-9%
CCOc1cc(C(=O)Nc2ccc(S(=O)(=O)N3CCCCC3)cc2)ccc1OCC(=O)N1CCOCC1,-8%,-10%,-15%
Cc1ccc(S(=O)(=O)N(C)c2cccc3cccnc23)cc1,4%,0%,x
NC(=O)C1CCN(C(=O)c2ccc3c(=O)n(Cc4ccco4)c(SCC(=O)c4ccccc4)nc3c2)CC1,6%,-18%,1%
O=C(NNC(=S)Nc1ccc(OC(F)F)cc1)c1cc2c(s1)CCCC2,3%,11%,-4%
CCOc1ccc(C(=O)NNC(=O)CN2C(=O)C3CC=CCC3C2=O)cc1OC (configuration not stated),0%,x,-13%
CCc1c(C)nc2c(-c3ccccc3)c(-c3ccccc3)[nH]n2c1=O,x,-23%,-5%

# High-throughput results deposited in PubChem BioAssay by National Center for Advancing Translational Sciences (NCATS).
